Assay outcomes deposited in PubChem BioAssay by several laboratories.
Rad51 HR inh – Rad51 (human) homologous recombination inhibition. hRad51 DNA strand exchange, fluorescence dequenching. 200,000 tested, 0.085% active. inhibition, % at 10 µM;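 active = inhibition above 40% at the single screening dose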;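 note: 0% = DMSO control wells and 100% = blanks with heterologous ssDNA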
Target sequence (Q06609 whole entry, looked up): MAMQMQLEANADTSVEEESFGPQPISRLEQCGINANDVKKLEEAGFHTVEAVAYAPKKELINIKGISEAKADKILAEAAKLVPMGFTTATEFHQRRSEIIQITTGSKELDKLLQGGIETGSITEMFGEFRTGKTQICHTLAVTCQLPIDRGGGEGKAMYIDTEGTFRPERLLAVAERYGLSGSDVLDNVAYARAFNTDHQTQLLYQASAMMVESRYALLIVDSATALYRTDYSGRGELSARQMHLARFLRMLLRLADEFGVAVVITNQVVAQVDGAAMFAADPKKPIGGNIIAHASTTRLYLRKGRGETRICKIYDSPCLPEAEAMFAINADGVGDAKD
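System: human Rad51 nucleoprotein filaments preassembled on unlabelled ssDNA. Reagent: labelled 47-mer dsDNA for strand exchange. Schedule: 30-min compound preincubation and 15-min exchange, both room temperature. Measured by: FRET fluorescence dequenching, excitation 485 nm, emission 520 nm. Read-out: Fluorescence-based percent inhibition, control- and blank-normalised. Benchmarks: plate controls and plate blanks.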
EP2 modulator – EP2 receptor (human) modulation; 260,000 tested, 0.83% active; EP2-expressing cells, cAMP HTRF FRET, PGE2 co-stimulation; induction, % at 25 µM; AID 940; P43116;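 active = compounds whose cAMP rise, as percent of the full-agonist control response, exceeds 60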;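 note: rat C6 glioma line stably carrying human EP2 under a CMV promoter; the protocol text gives 20 µM as final concentration; 100% = response of wells given 1 µM PGE2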
Target sequence (P43116 whole entry, looked up): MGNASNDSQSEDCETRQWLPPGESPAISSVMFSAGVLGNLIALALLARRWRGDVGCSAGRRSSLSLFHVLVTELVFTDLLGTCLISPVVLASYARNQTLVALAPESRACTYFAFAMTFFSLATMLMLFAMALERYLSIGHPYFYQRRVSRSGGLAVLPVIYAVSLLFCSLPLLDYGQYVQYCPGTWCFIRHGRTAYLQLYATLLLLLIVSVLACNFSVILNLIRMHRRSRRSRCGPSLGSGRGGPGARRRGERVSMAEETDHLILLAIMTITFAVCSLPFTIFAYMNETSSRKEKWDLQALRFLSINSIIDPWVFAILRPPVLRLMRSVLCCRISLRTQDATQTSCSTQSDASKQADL
eIF4E-4G inh – inhibitors of eIF4E and eIF4G interaction in translation initiation | 220,000 tested, 0.37% active | inhibition, % at 21.7 µM | TR-FRET eIF4E-eIF4GI(517-606) binding, 2 h | P63073+Q04637;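 active = inhibition above about 30%, limit read from the data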;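 note: 0% = full FRET control wells and 100% = background wells lacking eIF4GI fragment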
L929 necroptosis – L929 zVAD cell death inhibition | L929 zVAD necroptosis rescue, ATP luminescence, 24 h; with zVAD 60 µM | viability rescue, % at 10 µM | 220,000 tested, 0.38% active | AID 1377;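 active = activation, scaled between plate controls, above about 75%, limit read from the data; inactive = activation under that limit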;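 note: 0% = zVAD with DMSO and 100% = DMSO alone without zVAD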
TbHK1 inh – blocks Trypanosoma brucei hexokinase 1 activity; AID 1430; recombinant TbHK1, G6PDH-coupled NADH A340; inhibition, % at 10 µM; 220,000 tested, 0.11% active;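 active = inhibition of 50% or more in the single-dose primary screen; inactive = inhibition below 50%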
Hck-Nef inh – blocks Nef-activated human Hck kinase | 220,000 tested, 0.68% active | AID 463187 | inhibition, % at 20 µM | Recombinant Hck-YEEI plus Nef, Z-Lyte FRET kinase assay;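 active = Hck-Nef kinase inhibition above about 50%, limit read from the data; inactive = inhibition below that limit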;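 note: 0% = DMSO with Hck plus Nef and 100% = Hck alone without Nef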
Calpain2 inh – blocks pig calpain II enzyme activity. purified calpain II, fluorogenic peptide substrate, 30 min. inhibition, % at 16 µM. 220,000 tested, 0.37% active. AID 1236;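 active = inhibition above about 50%, limit read from the data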
14-3-3 Bad inh – disrupts binding of bovine 14-3-3 zeta to phospho-Bad peptide | AID 781 | P63103 | TR-FRET 14-3-3zeta/Dy647-pBad peptide displacement, 1 h | inhibition, % at 21.7 µM | 220,000 tested, 0.71% active;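 active = inhibition above about 70%, limit read from the data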;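 note: 0% = full 14-3-3 plus peptide FRET controls and 100% = background without 14-3-3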
Target sequence (P63103 whole entry, looked up): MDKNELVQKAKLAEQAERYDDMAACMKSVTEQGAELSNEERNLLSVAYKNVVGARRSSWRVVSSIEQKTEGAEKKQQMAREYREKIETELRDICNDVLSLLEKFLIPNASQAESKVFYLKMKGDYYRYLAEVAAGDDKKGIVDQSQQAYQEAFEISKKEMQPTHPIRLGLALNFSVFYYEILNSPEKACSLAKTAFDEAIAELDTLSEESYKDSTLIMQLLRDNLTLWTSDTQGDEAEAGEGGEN
EP2 antag – blocks the human prostaglandin E2 receptor EP2; AID 1422; inhibition, % at 25 µM; C6 glioma cells expressing human EP2, cAMP TR-FRET; cells stimulated with saturating PGE2; 260,000 tested, 0.52% active;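 active = percent inhibition above 40 after rounding to a whole number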;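 note: rat C6 glioma host cells with rolipram phosphodiesterase inhibitor present; the protocol text gives 20 µM as final concentration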
* marks the source's active call; other numbers are inactive results; nt = not tested or not shown; & = joins results of further samples; [ ] = another dose, or the depositor's remark. This is a subset; rates above refer to the full screens.

SMILES	Rad51 HR inh	EP2 modulator	eIF4E-4G inh	L929 necroptosis	TbHK1 inh	Hck-Nef inh	Calpain2 inh	14-3-3 Bad inh	EP2 antag
CCOC(=O)c1ccc(Nc2ncccc2[N+](=O)[O-])cc1	-1.1	-31.1	1.9	8.1	-2.6	14.1	-0.6	-9.7	3.4
CCOC(=O)c1ccccc1NC(=O)COC(=O)c1ccc(C)c(S(=O)(=O)N2CCOCC2)c1	-14.7	26.8	-8.9[fluorescence artefact?]	-0.7	-6.7	1.7	-20.5	-3.9[fluorescence artefact?]	3.2
CC(C(=O)NC1CCCC1)N(C(=O)CS(=O)CC(=O)Nc1ccc(F)cc1)c1ccc2c(c1)OCCO2 (stereo not given)	2.2	-11.0	7.2	0.5	1.1	0.2	-12.4	-8.1	13.5
O=C(CNC(=O)C(c1ccccc1)c1ccccc1)OCc1ccccc1	3.0	35.5	-1.1	10.6	-1.0	20.7	12.2	-1.0	5.3
CN=C1S/C(=C\c2cc(C)n(-c3ccccc3F)c2C)C(=O)N1C	-5.5	-11.0	0.8	78.2*	-13.9	6.8	3.4	-3.3	1.7
O=C(CCC(=O)c1cccs1)NC1CCCCCC1	9.1	13.9	4.3	1.8	-2.2	22.5	6.7	-7.0	5.7
O=C(NCCc1nc2ccccc2[nH]1)c1ccc([N+](=O)[O-])cc1	11.2	-8.1	-1.8	0.0	-1.0	13.7	-18.4	-3.0	8.9
Cc1cccc(/C(N)=N/OC(=O)c2ccc(Br)o2)c1	29.3	-2.9	-0.6	-0.3	0.0	-0.1	29.5	7.1	5.1
CC(C)c1nn2c(N)c(/C=C3\C=Nc4ccccc43)c(=O)nc2s1	nt	3.9	-6.5	0.3	-13.7	28.5	-18.4	3.1	1.8
COC(=O)CCCCCCCCCC[N+]1(C)CCCCC1	nt	17.5	3.7	-0.2	3.0	0.2	-4.6	33.6[fluorescence artefact?]	6.8
Cc1cnc([N+](=O)[O-])n1CCOC(=O)NC(=O)c1ccccc1Cl	nt	10.3	5.3	-0.4	-19.1	3.4	10.3	3.4	1.7
CC(=O)N(C(C)=O)n1c(/C=C/c2ccc([N+](=O)[O-])cc2)nc2ccccc2c1=O	nt	6.8	1.4	-0.9	-24.6	11.3	-48.4	7.2	1.6
CCOC(=O)c1[nH]ncc1CN1CCCC(C(=O)c2ccc(C(C)(C)C)cc2)C1 (stereo not given)	1.1	-41.3	0.7	-1.1	19.2	22.2	21.9	11.2	11.5
C/C(=N/NC(=O)CNC(=O)c1cccc(F)c1)c1ccc2c(c1)CCCC2	-1.6	10.7	1.5	0.7	-3.6	24.4	-11.8	-5.7	5.2
CCOc1ccccc1NC(=O)CCS(=O)(=O)c1cccc2nonc12	-6.8	10.1	4.7	1.0	3.5	-1.7	-9.1	0.6[fluorescence artefact?]	8.8
CC(=O)c1cccc(NC(=O)C(=O)c2cn(CC(=O)N3CCCCC3)c3ccccc23)c1	15.7	-36.0	-5.0	0.8	-13.6	11.4	-14.3	-8.7	7.9
CC1(C)CC(=O)c2cc(NC(=O)c3ccccc3)c(=O)oc2C1	-6.5	11.0	3.7[fluorescence artefact?]	-0.8	-13.6	-0.6	18.6	4.5	11.7
C/C(=N\NC(=O)COc1ccc(C(C)(C)C)cc1)c1ccc2c(c1)OCCO2	-1.8	0.9	2.7[fluorescence artefact?]	4.6	2.0	2.1	11.5	4.3	11.1
CC(C)CCNC(=O)c1ccc2c(c1)N(Cc1ccccc1)C(=O)CS2=O (stereo not given)	-5.0	8.9	-1.9	2.5	-0.1	-3.2	7.5	11.3	5.4
Clc1cccc(CSc2ccc(-c3cccnc3)nn2)c1	-1.1	-5.1	-4.7	0.6	-4.3	15.6	-33.2	-13.4	21.7
CN(C)S(=O)(=O)c1cccc(NC(=O)CSc2nncn2C)c1	nt	-9.8	4.5	0.7	-9.4	-0.9	-8.0	1.9	5.3
CC(=O)Nc1cc(C(C)C)c(O)c(C(C)C)c1	1.8	10.7	2.1[fluorescence artefact?]	0.7	-0.4	-0.7	4.1	-1.7[fluorescence artefact?]	6.2
Cc1nc2sc(C(c3cccs3)N3CCC4(CC3)OCCO4)c(O)n2n1 (stereo not given)	-0.7	37.4	-0.8	-0.6	-16.9	11.3	-4.6	4.5	9.4
OCC1(Cc2ccccc2)CCN(Cc2cnc(-c3cccc4ccccc34)nc2)CC1	2.3	14.4	-0.4	1.6	-11.4	19.0	-52.8	-6.3	12.1
Cc1cc(-c2nn(-c3ccccc3F)cc2CN(C)CC(O)CO)c(C)s1 (stereo not given)	nt	-22.2	-2.5	-0.3	-0.9	4.4	9.8	-0.2	3.0
COC(=O)c1ccccc1NC(=O)N1CSC[C@H]1C(=O)OC	10.7	4.6	-4.6	-0.3	-1.4	2.6	13.2	-5.5	1.3
CCC1CCCCN1C(=O)c1c(-c2ccccc2)noc1C (stereo not given)	-0.8	-28.5	-4.2	nt	-4.8	-5.9	16.5	5.3	1.6
O=C1N(Cc2cccnc2)C[C@@H]2C[C@@H](c3cccc(OC4CCCC4)c3)N3CCC[C@@]123	2.1	15.5	-4.7	0.1	2.4	18.9	-25.1	-11.6	1.9
CCCCN1C(=O)C2C(c3ccc(OC)cc3O)NC(CC(C)C)(C(=O)O)C2C1=O (stereo not given)	-6.1	5.7	-0.1	1.3	-2.0	-0.5	9.5	1.4	12.8
COCCn1c(C)cc(/C=N/NC(=O)c2cccnc2)c1C	1.3	7.2	2.6	-0.9	-28.6	5.4	0.1	-2.7	9.4
Cc1ccc(NC(=O)CNC(=O)c2cccs2)cc1S(=O)(=O)Nc1ccc(Cl)cc1	1.6	-32.8	10.7	-0.3	31.3	1.9	2.5	0.6	5.2
Cc1cc(C(=O)NNS(=O)(=O)c2cccc(Cl)c2)nn1C(C)(C)C	8.7	-20.6	1.8	0.5	45.0	13.3	3.7	2.8	4.6
CN(C(=O)c1ccccn1)c1nnc(-c2cccnc2)s1	6.8	5.4	-1.3	0.0	-7.4	1.5	-24.9	6.0[fluorescence artefact?]	12.5
CC(C)(C)n1nnnc1C(c1cccnc1)N1CCN(C2CCCCC2)CC1 (stereo not given)	6.9	17.1	5.8	-0.1	2.5	-0.1	27.0	-3.3	6.4
Cc1ccc2nc(NC(=S)NC(=O)c3cccs3)sc2c1	-1.5	-31.4	-13.6	-0.4	-2.7	0.0	-10.0	0.1	4.8
CCOC(=O)C1=C(C)Nc2ccccc2N=C1NC(=O)C(c1ccccc1)c1ccccc1	4.9	41.0	-1.4	-0.5	0.8	1.4	-9.4	-10.1	3.6
Cc1ccc(-c2c(C)sc(=NC(=O)c3ccco3)n2C)cc1	5.5	19.9	-2.0	-0.1	-14.4	-1.6	-3.7	0.3[fluorescence artefact?]	4.6
Cc1cc(C(=O)OC(C(=O)Nc2cccc(C(F)(F)F)c2)c2ccccc2)c(C)o1 (stereo not given)	3.6	-11.9	2.8	1.3	11.6	2.0	-1.9	-1.9[fluorescence artefact?]	2.7
COC(=O)Cn1cc(C#N)c2ccccc21	4.1	3.0	-6.3[fluorescence artefact?]	-0.1	-4.7	8.5	-4.2	-3.6[fluorescence artefact?]	13.0
CC(=O)N1N=C(c2ccc(C)cc2)OC1c1cccnc1 (stereo not given)	6.9	9.5&18.4	-3.4	1.4	-2.4	6.6	-19.4	-13.3	8.0&4.9

Just Calpain2 inh, L929 necroptosis and TbHK1 inh, for two of the compounds above:
mol	Calpain2 inh	L929 necroptosis	TbHK1 inh
CC(C)(C)n1nnnc1C(c1cccnc1)N1CCN(C2CCCCC2)CC1 (stereo not given)	27.0	-0.1	2.5
Cc1ccc2nc(NC(=S)NC(=O)c3cccs3)sc2c1	-10.0	-0.4	-2.7

The list continues.
SMILES	Rad51 HR inh	EP2 modulator	eIF4E-4G inh	L929 necroptosis	TbHK1 inh	Hck-Nef inh	Calpain2 inh	14-3-3 Bad inh	EP2 antag
CN(c1nc2c(c(=O)n(C)c(=O)n2C)n1CC(=O)c1ccccc1)C1CCCCC1	nt	46.8	-0.1	0.0	-7.1	0.3	-39.6	-14.0	9.5
CC(=O)c1ccc(NC(=O)COC(=O)CCc2ccc(S(=O)(=O)N3CCOCC3)cc2)cc1	-2.5	-16.4	-3.3	-0.1	-3.1	11.2	-2.2	-4.6	13.2
COc1ccccc1-c1ccc(/C=C2/C=C(CC(C)C)OC2=O)o1	-10.9	26.1	3.7	nt	8.6	13.5	-39.6	-4.3	11.1
COc1cnn(-c2ccc(C)cc2)c(=O)c1Cl	-12.3	8.3	2.2	-3.1	6.0	15.8	18.4	-1.2	2.9
CCOC(=O)C1CCN(C(=S)NC2CCCC2)CC1	-1.7	-3.1	1.0	2.2	-0.1	-35.2	14.3	-1.1	7.8
COCC(=O)NC1(c2nnnn2CCOC(=O)Nc2ccc(Cl)cc2)CCCCC1	-1.9	-27.3	-1.6	0.4	9.2	-2.3	30.4	16.6	5.4
O=C(CCn1nc(-c2ccccc2)ccc1=O)N1CCN(c2ccccn2)CC1	nt	-35.0	-1.1	2.5	-4.0	-5.3	1.3	7.1	nt
CCOc1cc(/C=N/NC(=O)CSc2nncn2C)ccc1OCC(N)=O	4.5	-14.3	3.1	-0.2	-16.5	23.1	0.5	19.4	8.1
O=[N+]([O-])c1cccc(/C(=N/N=C/c2ccccc2Br)C23CN4CN(CN(C4)C2)C3)c1	-2.9	3.3	2.5	-0.2	-15.3	-0.3	10.5	9.5	11.6
CC(C)CNS(=O)(=O)c1cc(C(=O)N2CCOCC2)c(Cl)cc1Cl	-8.7	-0.9	1.1	-1.1	-7.2	8.3	-33.9	8.3	7.0
Cc1cc(-c2nnco2)c(C)n1-c1ccc(F)cc1	-1.7	3.4	-0.4[fluorescence artefact?]	-0.7	3.9	-0.7	-2.7	-5.8[fluorescence artefact?]	9.8
O=C(O)c1cccc(N2C(=O)Nc3ccccc3N2O)c1	5.7	16.7	-0.3[fluorescence artefact?]	1.8	-0.3	-12.0	-4.4	-2.3[fluorescence artefact?]	10.3
C=CCN(CC=C)C(=S)Nc1ccc2nsnc2c1	-1.8	-50.8	3.1	-0.9	-2.0	7.8	13.6	-1.9	9.5
CC(=O)Nc1ccc(NC(=O)CN2CCN(c3cccc(C(F)(F)F)c3)CC2)cc1	14.1	-8.9	0.8[fluorescence artefact?]	0.5	-0.4	4.8	6.1	5.9[fluorescence artefact?]	7.7
O=C(NCCCN1CCCC1=O)c1ccc(Cl)c(Cl)c1	8.1	1.2	-3.5	0.5	-0.1	18.9	4.8	-9.2	6.7
CC(C)CN1CCN(Cc2cnc(N3CCOCC3)s2)CC1CCO (stereo not given)	0.3	20.1	-0.2	5.1	-2.1	18.0	14.6	-16.7	7.3
COc1cc(NC(=S)Nc2ccc3c(c2)OCCO3)cc(OC)c1OC	-3.0	-51.0	1.5	0.1	-11.1	23.7	-30.3	-4.7	4.0
O=C(COC(=O)Cn1[nH]c(=O)c2ccccc2c1=O)Nc1ccc2c(c1)OCO2	4.4	15.9	2.0[fluorescence artefact?]	0.7	1.2	-1.1	0.0	-2.1[fluorescence artefact?]	12.5
Cc1cccc(NS(=O)(=O)c2ccc(Br)s2)n1	-5.3	8.6	3.5	1.3	-2.8	1.7	8.2	8.2	5.5
COCCNCCOc1ccc(C)cc1[N+](=O)[O-]	-37.9	-8.6	1.9	0.1	-3.7	2.1	0.8	12.8	4.5
